From PubChem BioAssay
PAD4 FP inh – human PAD4 inhibitors, primary screen, biochemical, fluorescence polarization, 1536-well format. recombinant PAD4, RCA probe fluorescence polarization. inhibition, % at 6.36 µM. AID 485272, 2010. 330,000 compounds, 0.41% hits;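 active = percent inhibition above a cutoff equal to the mean of all tested compounds plus 3 SD, cut at about 15% in these data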;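 note: 0% = PAD4 with RCA probe and DMSO and 100% = probe without PAD4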
LYPLA2 counter – LYPLA2 inhibitors, primary screen, counter-screen for PME1 inhibitor project, biochemical, fluorescence polarization, FP-Rh probe ABPP. Acyl-protein thioesterase 2 (Homo sapiens), O95372. recombinant LYPLA2. inhibition, % at 5.9 µM. 320,000 compounds, 0.38% hits;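 active = inhibition above the screen-wide mean plus 3 SD, limit set per campaign, cut at about 26% in these data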;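 note: 0% = LYPLA2 with DMSO and 100% = wells lacking LYPLA2 enzyme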
pPAFAH FP inh – pPAFAH enzyme inhibitors, primary screen, biochemical, fluorescence polarization, human. inhibition, % at 3.39 µM. recombinant pPAFAH, FP-rhodamine probe fluorescence polarization. 330,000 compounds, 1.5% hits;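 active = inhibition above the mean inhibition across the screen plus 3 SD, cut at about 25% in these data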;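 note: inhibitors block binding of the rhodamine activity-based probe so polarization drops; 0% = enzyme with DMSO and 100% = wells lacking pPAFAH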
GSTO1 inh – inhibitors of recombinant GSTO1, primary screen, counter-screen for RBBP9 inhibitor project, biochemical, fluorescence polarization | 300,000 compounds, 1.1% hits | inhibition, % at 5.96 µM | AID 1974, 2009 | Glutathione S-transferase omega-1 (Homo sapiens), P78417 | activity-based probe fluorescence polarization;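 active = inhibition above the campaign mean inhibition plus 3 SD, cut at about 35% in these data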;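 note: 0% = GSTO1-1 with DMSO and 100% = wells lacking GSTO1-1 enzyme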
PAFAH1B2 FP inh – PAFAH1B2 enzyme inhibitors, primary screen, biochemical, fluorescence polarization, human. Platelet-activating factor acetylhydrolase IB subunit alpha2 (Homo sapiens), P68402. recombinant PAFAH1B2, FP-rhodamine activity probe. inhibition, % at 3.39 µM. 340,000 compounds, 1.2% hits. AID 492953, 2010;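 active = inhibition above the mean of all tested compounds plus 3 SD, cut at about 24% in these data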;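 note: 0% = enzyme with DMSO and 100% = wells lacking PAFAH1B2; many of its hits are not listed in these tables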
PREPL inhibitor – PREPL enzyme inhibitors, primary screen, biochemical, fluorescence polarization; Prolyl endopeptidase-like (Homo sapiens), Q4J6C6; recombinant PREPL, fluorescence polarization activity-based probe; inhibition, % at 5.96 µM; 320,000 compounds, 0.68% hits; AID 2751, 2010; in the data active = inhibition above about 43%;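 note: 0% = enzyme with DMSO and 100% = wells lacking enzyme; many of its hits are not listed in these tables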
Target sequence (Q4J6C6 whole entry, looked up): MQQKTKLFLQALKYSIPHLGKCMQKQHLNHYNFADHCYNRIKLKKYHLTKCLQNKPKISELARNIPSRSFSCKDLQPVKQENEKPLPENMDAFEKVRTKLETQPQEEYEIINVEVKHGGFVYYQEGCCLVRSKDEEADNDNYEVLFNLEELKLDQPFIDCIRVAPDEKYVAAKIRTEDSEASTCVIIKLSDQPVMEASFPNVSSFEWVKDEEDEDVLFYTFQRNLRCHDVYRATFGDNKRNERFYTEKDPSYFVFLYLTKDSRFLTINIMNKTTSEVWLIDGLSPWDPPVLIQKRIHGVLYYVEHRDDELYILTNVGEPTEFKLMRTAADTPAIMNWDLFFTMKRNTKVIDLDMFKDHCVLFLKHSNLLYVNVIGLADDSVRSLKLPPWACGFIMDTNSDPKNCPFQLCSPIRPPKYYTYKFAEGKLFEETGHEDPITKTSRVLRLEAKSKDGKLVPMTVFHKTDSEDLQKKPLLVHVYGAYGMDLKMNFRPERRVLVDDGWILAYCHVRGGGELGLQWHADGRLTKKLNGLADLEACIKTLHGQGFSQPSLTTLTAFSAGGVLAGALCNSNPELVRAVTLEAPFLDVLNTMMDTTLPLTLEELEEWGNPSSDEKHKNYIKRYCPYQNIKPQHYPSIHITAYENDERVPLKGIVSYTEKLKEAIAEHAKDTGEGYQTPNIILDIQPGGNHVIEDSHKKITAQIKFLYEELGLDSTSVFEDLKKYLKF
LYPLA1 inh – LYPLA1 inhibitors, primary screen, counter-screen for PME1 inhibitor project, biochemical, fluorescence polarization, FP-Rh probe ABPP; 320,000 compounds, 0.16% hits; Acyl-protein thioesterase 1 (Homo sapiens), O75608; AID 2174, 2009; recombinant LYPLA1; inhibition, % at 5.9 µM;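 active = inhibition above the mean of all tested compounds plus 3 SD, set per campaign, cut at about 14% in these data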;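 note: inhibitors block serine hydrolase probe labeling of LYPLA1 so polarization falls; 0% = enzyme with DMSO and 100% = wells lacking LYPLA1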
PAFAH1B3 FP inh – PAFAH1B3 enzyme inhibitors, primary screen, biochemical, fluorescence polarization, human | recombinant PAFAH1B3, FP-rhodamine probe | AID 492972, 2010 | inhibition, % at 3.39 µM | 340,000 compounds, 0.28% hits | Platelet-activating factor acetylhydrolase IB subunit alpha1 (Homo sapiens), Q15102;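 active = inhibition above the screen-wide average of all tested compounds plus 3 SD, cut at about 25% in these data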;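 note: 0% = enzyme with DMSO only and 100% = wells lacking PAFAH1B3 protein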
Target sequence (Q15102 whole entry, looked up): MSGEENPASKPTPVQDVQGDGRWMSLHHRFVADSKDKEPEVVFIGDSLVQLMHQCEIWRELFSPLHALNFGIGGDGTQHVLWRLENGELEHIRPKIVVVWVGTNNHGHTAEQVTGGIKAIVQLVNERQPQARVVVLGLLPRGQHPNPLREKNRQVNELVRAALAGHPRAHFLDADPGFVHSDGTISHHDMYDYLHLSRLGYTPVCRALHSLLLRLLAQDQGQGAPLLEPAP
PME-1 inh – PME-1 inhibitors via competitive probe labeling, primary screen, biochemical, fluorescence polarization, FP-Rh probe, HTS | Protein phosphatase methylesterase 1 (Homo sapiens), Q9Y570 | recombinant PME-1 | inhibition, % at 5.9 µM | 320,000 compounds, 0.53% hits | AID 2130, 2009;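 active = inhibition above the campaign mean of all compounds plus 3 SD, cut at about 26% in these data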;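 note: competitive labeling of PME-1 active site by serine hydrolase directed probe; 0% = PME-1 with DMSO and 100% = wells lacking PME-1 enzyme; inhibitors block probe labeling so polarization falls and inhibition rises; many of its hits are not listed in these tables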
The depositor's hits bear a star; x = not tested or not shown.

SMILES | PAD4 FP inh | LYPLA2 counter | pPAFAH FP inh | GSTO1 inh | PAFAH1B2 FP inh | PREPL inhibitor | LYPLA1 inh | PAFAH1B3 FP inh | PME-1 inh
O=C(OCC(=O)N1CCN(c2cccc(Cl)c2)CC1)c1ccco1 | 5 | 2 | 4 | x | -4 | -2 | 1 | -1 | 2
N#Cc1cn(CC(=O)NCc2cccnc2)c2ccccc12 | -3 | -4 | 0 | 2 | -2 | -4 | -1 | -4 | 7
NS(=O)(=O)c1cccc(NC(=O)COC(=O)Cc2ccc(Cl)cc2)c1 | 2 | 4 | 0 | 4 | 10 | -1 | 0 | -1 | -3
CC1(C)Cc2c(c(-c3ccccc3)nc(N3CCCC3)c2C(N)=O)CO1 | -6 | 1 | 5 | 11 | 6 | 2 | 1 | 2 | 2
CCOc1ccc(Cc2c(Cl)nc(SC)nc2N(C)C)cc1 | -1 | -3 | 4 | -1 | 6 | -6 | -2 | 10 | 5
COc1cccc(/C=C/C(=O)NNC(=O)c2ccco2)c1OC | -8 | 6 | -6 | x | -4 | 19 | 1 | 8 | -6
Cc1cc(N2C(=O)Cc3ccccc3C2=O)ccc1C(C)C | -4 | -5 | 8 | 2 | 2 | -12 | 0 | 16 | -3
CCC1=Nc2cc(C(=O)NCCN3CCOCC3)ccc2Sc2ccc(C)cc21 | 4 | 0 | 0 | -7 | 3 | 13 | -1 | 12 | 4
O=C(CCc1ccc(S(=O)(=O)N2CCOCC2)cc1)NCCc1ccccn1 | -3 | -5 | 6 | 5 | -1 | 2 | -2 | 3 | -3
O=C(N1CCN(c2ccc(F)cc2)CC1)C1(c2cccs2)CCOCC1 | -2 | 4 | 1 | 2 | 4 | -2 | 3 | -3 | 3
Cc1ccc(-c2cc(C)nc3nc(N)nn23)cc1 | -6 | -2 | -2 | 1 | -1 | 10 | -1 | 2 | -3
O=C(CSc1nccn1Cc1ccc(F)cc1)Nc1ccc(F)cc1F | -7 | 0 | -7 | 1 | -1 | 10 | 1 | -1 | 1
O=C(N/N=C/C1CCCCC1)c1ccccc1-n1cccc1 | -1 | -2 | 2 | 4 | -1 | -17 | -1 | -1 | 0
COc1ccc(N2CCN(S(=O)(=O)CCNC(=O)c3ccc4c(c3)OCO4)CC2)cc1 | -3 | 17 | 4 | 5 | -3 | 7 | -1 | 1 | -2
COC(=O)c1cnc(Oc2ccc(NC(=O)NC(=O)c3c(F)cccc3F)cc2)cc1C(F)(F)F | 3 | 5 | 4 | 2 | 2 | 10 | 2 | -5 | 4
Cc1cc2c(c(C)c1CCO)C(=O)[C@H](C)C2 | -5 | x | 2 | x | -2 | 3 | x | 4 | x
O=[N+]([O-])c1cc2oc3c(c2c(C=NCc2ccccc2)c1O)CCCC3 | -4 | 1 | 17 | 8 | 4 | 13 | 0 | 16 | 0
Cc1cccc(N2CCN(C(=O)c3cn4ccccc4n3)CC2C)c1 (centres undefined) | 3 | 1 | 1 | 0 | 0 | 7 | -3 | 4 | -2
COc1ccc(NC(=O)c2sc(-c3ccccc3)nc2C)c(OC)c1 | -1 | 1 | 4 | 4 | 10 | 3 | 6 | 14 | -1
Cc1ccc(Cl)cc1N1CCN(S(=O)(=O)c2ccc3c(c2)oc(=O)n3C)CC1 | -4 | 1 | 0 | -11 | 3 | -20 | 0 | -1 | -1
CC1(C)CN(c2ccccc2)N(C(=O)c2ccc(F)cc2)C1=O | -2 | 7 | -2 | 22 | 1 | 3 | 3 | 6 | 2
CCCCN1C(=O)c2ccc(C(=O)OCC(=O)NCCc3ccc(S(N)(=O)=O)cc3)cc2C1=O | -4 | x | 1 | x | -2 | 5 | x | -6 | x
O=C(NCCc1ccccc1)c1n[nH]c2ccccc12 | -1 | 2 | -4 | 5 | 1 | 14 | 2 | 4 | 0
CC(C)NC(=O)c1ccc2c(=O)n(C3CCCC3)c(=S)[nH]c2c1 | 0 | 2 | -1 | 2 | 6 | 15 | 0 | -4 | 2
O=C(Nc1ccccc1)N1CCN(c2nc(-c3ccccc3)ns2)CC1 | 2 | 6 | 1 | 8 | 9 | 3 | -3 | 0 | -2

The list goes on; it opens with the two that closed the last part.
SMILES | PAD4 FP inh | LYPLA2 counter | pPAFAH FP inh | GSTO1 inh | PAFAH1B2 FP inh | PREPL inhibitor | LYPLA1 inh | PAFAH1B3 FP inh | PME-1 inh
CC(C)NC(=O)c1ccc2c(=O)n(C3CCCC3)c(=S)[nH]c2c1 | 0 | 2 | -1 | 2 | 6 | 15 | 0 | -4 | 2
O=C(Nc1ccccc1)N1CCN(c2nc(-c3ccccc3)ns2)CC1 | 2 | 6 | 1 | 8 | 9 | 3 | -3 | 0 | -2
Cc1ccc(-c2csc3ncnc(Sc4nnc(CN5CCCCCC5=O)o4)c23)cc1 | 5 | 2 | 13 | -21 | -2 | 2 | -2 | 3 | 12
CCOc1ccccc1N1CCN(C(=O)c2cc(C)oc2C)CC1 | 3 | -2 | 3 | 4 | 7 | 3 | -6 | 1 | -1
O=C(Nc1ccc2c(c1)OCO2)C1(S(=O)(=O)c2ccc(Cl)cc2)CC1 | -6 | 2 | -4 | 11 | 7 | 3 | -3 | 6 | 3
O=[N+]([O-])c1cccc(/C=N/Nc2ccccn2)c1 | 0 | 3 | 6 | 4 | -1 | 14 | 4 | 1 | -1
Cc1cc(-c2nnc(SCC(=O)c3ccc(F)cc3)o2)no1 | -2 | 8 | 2 | 18 | 0 | 3 | 4 | 5 | 4
COc1ccc(C(=O)N2CCCC(Nc3ccc(C)c(C)c3)C2)c(OC)n1 (centres undefined) | -2 | 2 | 4 | 0 | -2 | 8 | 0 | 12 | -7
Fc1cccc(CCN2CCN=C2Nc2ccccc2)c1 | 1 | 4 | 3 | 5 | 4 | 16 | 1 | -15 | -3
CC1=C(C(=O)OCc2ccccc2)C(c2cccc3ccccc23)NC(=O)N1CCCC(=O)O (centres undefined) | -6 | 2 | -1 | -5 | 1 | -6 | -4 | 3 | -5
CS(=O)(=O)N(CC(N)=O)c1ccc2c(c1)OCO2 | -3 | -6 | 1 | 6 | 4 | 8 | 1 | 8 | 9
CC(Oc1ccc(Br)cc1)C(=O)Nc1nc(-c2ccccn2)cs1 (centres undefined) | 0 | -9 | 4 | 12 | 14 | -5 | -8 | 4 | -3
CC12CCC(C(=O)NNC(=O)c3ccccc3)(OC1=O)C2(C)C (centres undefined) | 2 | 2 | 3 | 5 | 12 | 8 | -2 | 15 | 1
CCN(c1cccc(C)c1)C1C(=O)c2ccccc2N1C(C)=O (centres undefined) | -1 | -9 | 0 | 3 | 12 | -2 | -4 | 6 | -5
CC(=O)N1CCCc2cc(S(=O)(=O)NC(C(=O)NC3CCCCC3)C(C)C)ccc21 (centres undefined) | 7 | -1 | 8 | 3 | 2 | 14 | -1 | 3 | -2
NC(=O)c1nn(CC(=O)Nc2cccc(S(=O)(=O)N3CCCC3)c2)c(=O)c2ccccc12 | 3 | 5 | 4 | x | -2 | 13 | 0 | 0 | -1
Cc1cc(NC(=O)CSc2nnc(C)n2-c2ccccc2C)no1 | -1 | -1 | 4 | 2 | 0 | 0 | 1 | 5 | -1
O=C(CCN1CCN(Cc2ccccc2)CC1)NNC(=O)Nc1cccc(Cl)c1 | 2 | 4 | 4 | 2 | 1 | -3 | -2 | 11 | -5
Cc1cc2nc(C3CCN(C(=S)NCC(C)C)CC3)[nH]c2cc1C | 1 | 5 | 2 | 1 | 0 | 1 | 0 | 0 | -5
O=C(NC1CCC(O)CC1)c1ccc(-c2ccc(Cl)cc2)o1 (centres undefined) | -1 | -7 | 4 | 3 | 0 | -6 | -2 | 2 | 4
Cc1cc(C)c(S(=O)(=O)n2ccc3ccccc32)c(C)c1 | 5 | -9 | 2 | -5 | 6 | -3 | -2 | -8 | -7
Cc1cc(Br)c2c(c1)/C(=C/C(=O)c1cccs1)C(=O)N2 | -2 | -6 | 0 | 0 | 2 | -6 | -1 | 9 | 4
COc1ccc(C(C)=O)cc1CSc1nc2cc(Cl)ccc2o1 | 3 | -6 | -2 | -4 | -1 | 21 | -1 | -2 | 2
CCCCN1C(=N)N([C@@H](CCC)CN2CCC[C@H]2CN2C(N)=NC[C@@H]2Cc2ccccc2)C[C@H]1Cc1ccccc1 | -4 | x | -2 | x | 7 | 45* | x | 4 | x
COc1ccccc1-c1nnc(-c2ccc(N3CCOCC3)cc2)o1 | 0 | 3 | 7 | -6 | 0 | 23 | 0 | -6 | 9
Cc1cc(C)nc(N/N=C/c2cc(Br)ccc2O)n1 | -4 | -1 | 3 | 3 | 3 | 11 | -2 | 6 | 8
C=CCn1c(COc2ccccc2C)nnc1SCC(=O)O | 6 | -8 | -8 | -15 | 6 | -9 | -5 | 5 | 0

(further entries)
SMILES | PAD4 FP inh | LYPLA2 counter | pPAFAH FP inh | GSTO1 inh | PAFAH1B2 FP inh | PREPL inhibitor | LYPLA1 inh | PAFAH1B3 FP inh | PME-1 inh
CC(=O)O/N=C/c1c(C)c(C=O)n2ccccc12 | -3 | 2 | 9 | 0 | 6 | 15 | 3 | 5 | 6
O=C(c1ccccc1NS(=O)(=O)c1cccs1)N1CCOCC1 | -4 | -5 | -6 | 3 | 4 | 6 | -2 | 2 | 5
COc1ccccc1N(CN1CCCC1=O)C(=O)c1ccccc1F | 5 | -5 | -1 | 4 | 1 | 4 | -2 | 10 | -6
COc1nc(N(C#N)CC(N)=O)nc(N2CCCC2)n1 | -3 | -1 | -9 | 9 | 2 | 7 | -4 | 3 | 0
CCC(=O)Nc1c(-c2ccc(OC)cc2)c(=O)c2ccccc2n1C | 3 | 1 | 3 | 3 | 1 | -7 | 0 | 0 | -4
CCN1C(=O)C2C(c3cccc(F)c3)NC(CC)(C(=O)OC)C2C1=O (centres undefined) | -9 | 2 | 2 | 1 | -2 | 5 | -2 | 8 | 3
COc1ccc(/C=C/C(=O)OCC(=O)N2CCCC2)c(OC)c1 | 1 | 6 | 5 | x | 1 | 2 | -3 | -2 | 1
CCN(Cc1ccccc1)C(=O)C1CCN(CC2CC=CCC2)CC1 (centres undefined) | 1 | 5 | 0 | 7 | 4 | 2 | 0 | 5 | 0
COC(=O)CN1C(=S)N(C)C(=O)/C1=C/c1cccs1 | -1 | 1 | 1 | 9 | 2 | 2 | -2 | -6 | 4
O=C(CN1C(=O)NC2(CCCCCCC2)C1=O)NCc1ccc(Cl)cc1 | -1 | x | 3 | x | 9 | -5 | x | 2 | x
CC(/C=C/c1ccco1)=N\NC(=O)c1cc(C)[nH]n1 | 3 | -4 | 5 | 12 | -1 | 22 | -7 | 2 | -6
CCCCNC(=O)CSc1nnc(-c2c[nH]c3ccccc23)n1CC1CCCO1 (centres undefined) | -1 | 3 | -2 | 6 | 2 | 12 | -1 | -4 | 3
O=C(Nc1ccc2nn(-c3ccccc3)nc2c1)c1ccc2c(c1)OCO2 | -7 | -9 | -9 | -2 | -3 | -4 | -11 | -9 | -24

Not all compounds are listed; count on the stated rates, not on these rows.
